Compound activity as filed in PubChem.
PRMT1 FP inh – inhibitors of human PRMT1. 1.3% of 370,000 active. AID 652257. recombinant PRMT1, activity-based probe fluorescence polarization. inhibition, % at 2.79 µM;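 active = inhibition above about 21% made by adding two undisclosed values, limit read from the data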
Target sequence (Q99873 whole entry, looked up): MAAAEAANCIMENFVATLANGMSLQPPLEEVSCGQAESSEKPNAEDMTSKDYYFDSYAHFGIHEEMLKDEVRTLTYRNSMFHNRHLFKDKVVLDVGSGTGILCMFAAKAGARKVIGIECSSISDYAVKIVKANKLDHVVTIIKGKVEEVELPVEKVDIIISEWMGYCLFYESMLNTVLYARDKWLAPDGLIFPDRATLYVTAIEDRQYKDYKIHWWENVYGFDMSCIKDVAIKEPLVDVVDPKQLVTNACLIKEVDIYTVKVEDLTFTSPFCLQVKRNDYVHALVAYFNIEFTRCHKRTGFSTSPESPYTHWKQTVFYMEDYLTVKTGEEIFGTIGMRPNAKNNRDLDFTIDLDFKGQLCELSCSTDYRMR
Tn6 DDE FP – inhibitors of Tn6 peptide binding to human fibrin DD(E). Fibrin DD(E) TRITC-Tn6 fluorescence polarization displacement. inhibition, % at 8.3 µM. 0.21% of 370,000 active;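 active = inhibition above a per-campaign cutoff: mean of compounds within control limits plus 3 SD, cut at about 15% in these data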;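 note: 0% = median of all compound wells on the plate and 100% = blocking peptide control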
TCR-CD3 inh – inhibitors of human TCR-CD3 interaction. TAMRA-labeled TCR probe fluorescence, biochemical. inhibition, % at 9.4 µM. 0.37% of 360,000 active. AID 651800; in the data active = inhibition above about 19%;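 note: recombinant mutant TCR 2C K166C tagged with TAMRA read by polarization; 0% = receptor in buffer alone and 100% = receptor with positive control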
MBD2 inh – blocks human MBD2 binding to methylated DNA. 0.31% of 370,000 active. inhibition, % at 4.4 µM. TR-FRET, MBD2 binding to methylated oligonucleotide. Q9UBB5. AID 686964; in the data active = inhibition above about 13%
proKLK7 act – activators of human kallikrein-7 zymogen; purified proKLK7, EDANS-DABCYL substrate fluorescence; 100% is mature enzyme control, 0% vehicle; activation, % at 7 µM; AID 652039; 0.9% of 370,000 active; P49862;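 active = activation above the mean of all tested compounds plus 3 SD, computed per campaign excluding outliers beyond control limits, cut at about 13% in these data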
Target sequence (P49862 whole entry, looked up): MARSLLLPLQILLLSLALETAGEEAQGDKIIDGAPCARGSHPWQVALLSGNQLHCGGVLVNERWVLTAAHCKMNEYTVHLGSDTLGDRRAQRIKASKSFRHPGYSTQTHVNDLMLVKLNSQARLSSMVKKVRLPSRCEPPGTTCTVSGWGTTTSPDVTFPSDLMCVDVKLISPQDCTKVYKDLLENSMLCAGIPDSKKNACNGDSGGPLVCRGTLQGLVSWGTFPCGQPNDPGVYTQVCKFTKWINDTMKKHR
LEDGF integ inh – blocks HIV-1 LEDGF/p75-dependent DNA integration; TR-FRET IN-LEDGF/p75 DNA integration, Eu/Cy5; inhibition, % at 3.7 µM; 0.64% of 370,000 active;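 active = inhibition above the screen-wide mean plus 3 SD, cut at about 13% in these data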;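 note: signal is the Cy5 over europium emission ratio at 671 and 618 nm; 0% = plate median of compound wells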
TDP2 absorb – blocks human TDP2 phosphodiesterase activity; O95551; recombinant TDP2, T5PNP hydrolysis, p-nitrophenol absorbance 415 nm; inhibition, % at 12.8 µM; 0.34% of 370,000 active; AID 720702;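 active = inhibition above the mean of all tested compounds plus 3 SD, set per campaign, cut at about 25% in these data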;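 note: 0% = DMSO with enzyme and 100% = buffer with substrate but no TDP2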
Target sequence (O95551 whole entry, looked up): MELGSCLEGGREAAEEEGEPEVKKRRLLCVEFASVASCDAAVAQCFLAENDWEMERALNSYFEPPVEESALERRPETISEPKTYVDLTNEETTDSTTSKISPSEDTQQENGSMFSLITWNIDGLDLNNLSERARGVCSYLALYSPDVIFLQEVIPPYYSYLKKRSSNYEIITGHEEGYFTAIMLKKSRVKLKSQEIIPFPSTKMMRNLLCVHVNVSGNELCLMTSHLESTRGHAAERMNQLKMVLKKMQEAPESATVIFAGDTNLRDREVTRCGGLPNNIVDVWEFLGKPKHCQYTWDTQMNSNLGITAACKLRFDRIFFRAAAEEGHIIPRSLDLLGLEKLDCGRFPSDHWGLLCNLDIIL
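Material: recombinant human TDP2; quantity: TDP2 enzyme at 120 nM final; medium: Tris-HCl pH 7.5 with MgCl2; compound: single concentration, 12.8 µM nominal, with 1% DMSO; incubation: 2 h enzyme incubation at 37 °C; signal: epi absorbance; measure: percent inhibition; benchmarks: high control without enzyme, low control DMSO plus TDP2; repeats: singlicate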
UHRF1 binding – human UHRF1 methylated DNA binding inhibitors. Q96T88. UHRF1 binding to methylated oligo, TR-FRET. inhibition, % at 4.4 µM. 0.75% of 370,000 active. AID 687016; in the data active = inhibition above about 21%;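 note: UHRF1 SRA domain binding a hemimethylated CpG hairpin DNA probe; 0% = median of test compound wells and 100% = reference inhibitor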
SIAE primary – inhibitors of human sialic acid acetylesterase SIAE; inhibition, % at 9.66 µM; SIAE FP-Rh probe binding, fluorescence polarization; Q9HAT2; 0.69% of 370,000 active;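 active = inhibition above a cutoff: mean of compounds within the control limits plus 3 SD of those, cut at about 17% in these data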;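 note: 0% = plate median of compound wells and 100% = probe without SIAE protein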
Tn7 DDE FP – disrupts Tn7 cyclic peptide binding to fibrin D-Dimer-E complex; P02675; FP displacement of FITC-Tn7 peptide from fibrin DD(E); 0% = median of compound wells per plate; inhibition, % at 8.3 µM; 0.13% of 370,000 active; AID 720508;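 active = inhibition above the mean of compounds falling within the control limits plus 3 SD of them, cut at about 14% in these data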;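 note: 0% = plate median of compound wells and 100% = 10 µM Aha-Tn7 peptide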
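System: human fibrin DD(E); quantity: Fibrin-DD(E) at 2 µM final; also added: fluorescent Tn7 probe at 0.1 µM; compound dosing: single nominal test concentration of 8.3 µM per compound; schedule: 10 min preincubation, 3 h with tracer, room temperature; detection: fluorescence polarization of the labelled Tn7 tracer; repeats: one replicate per compound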
Starred values were filed as active, the others as inactive; / = no result given.

Sample of the layout (2 entries):
SMILES	PRMT1 FP inh	Tn6 DDE FP	TCR-CD3 inh	MBD2 inh	proKLK7 act	LEDGF integ inh	TDP2 absorb	UHRF1 binding	SIAE primary	Tn7 DDE FP
COc1ccc(S(=O)(=O)N2CCC(C(=O)NCc3ccccn3)CC2)cc1OC	-5	4	4	-4	0.7	0	11	1	-2	12
O=C(O)C(Cc1c[nH]c2ccccc12)NS(=O)(=O)c1ccc(F)cc1 (centres undefined)	1	-3	2	0	0.1	-4	28*	0	8	-2

This part in full, from the first entry:
SMILES	PRMT1 FP inh	Tn6 DDE FP	TCR-CD3 inh	MBD2 inh	proKLK7 act	LEDGF integ inh	TDP2 absorb	UHRF1 binding	SIAE primary	Tn7 DDE FP
COc1ccc(S(=O)(=O)N2CCC(C(=O)NCc3ccccn3)CC2)cc1OC	-5	4	4	-4	0.7	0	11	1	-2	12
O=C(O)C(Cc1c[nH]c2ccccc12)NS(=O)(=O)c1ccc(F)cc1 (centres undefined)	1	-3	2	0	0.1	-4	28*	0	8	-2
CCN1CCN(C(=O)c2ccc(Cl)c(S(=O)(=O)N3CCCCCC3)c2)CC1	0	6	1	3	0.6	-1	8	-2	7	1
CCOC(=O)[C@@H](NC(=O)/C=C/[C@H]1O[C@@H](n2cc(C)c(=O)[nH]c2=O)C[C@@H]1O)C(C)C	3	-7	2	-7	-1.0	2	-11	3	8	9
Cc1cc(=O)oc2cc(OCC(=O)NC3CCN(Cc4ccccc4)CC3)ccc12	-2	1	9	-2	0.0	-3	-10	7	2	1
Cc1ccc2oc(C(=O)N3CCC(O)(c4ccccc4)CC3)c(C)c2c1	-3	-1	3	5	0.5	-1	-6	-1	0	0
CN(CCc1ccccc1)C(=O)c1[nH]c(C(F)(F)F)nc1-c1ccccc1	-5	6	3	-4	0.2	2	-2	-1	0	2
O=C(CN1C(=O)c2cccc3cccc1c23)Nc1ccc2c(c1)OCO2	1	-2	11	-3	-1.4	-3	-8	-3	-6	-2
COCCCNC(=O)C[C@H]1C[C@H](C(=O)N2CCOCC2)[C@@]2(C)c3[nH]c4cc(-c5ccco5)ccc4c3CCN2C1=O	-1	-9	4	-8	82*	2	-2	1	12	-15
CCOC(=O)c1cc(CC)sc1NC(=O)COC	0	4	7	2	0.2	4	-8	-1	2	-3
O=C(COC(=O)c1ccc([N+](=O)[O-])o1)Nc1nc2ccccc2s1	5	8	-2	-1	0.3	1	2	29*	-5	0
COc1ccccc1N1CCN(C(=O)Nc2ccc(F)c(Cl)c2)CC1	-4	-4	3	-2	-0.9	-3	7	-2	3	-3
Cn1c(CN2CCN(CCO)CC2)c(C#N)c2ccccc21	2	9	-5	5	0.1	1	8	2	4	-4
O=C(COC(=O)c1cccc(S(=O)(=O)N2CCCC2)c1)Nc1ccccc1	1	6	7	0	-0.4	0	11	0	-1	-1
Cc1c(C(=O)NCc2ccc3c(c2)OCO3)sc(=O)n1Cc1cccc(F)c1	1	2	4	5	0.2	0	-6	2	-6	9
CCOc1ccc(C2C(C(=O)c3ccco3)=C(O)C(=O)N2CCN2CCOCC2)cc1 (centres undefined)	2	6	2	-2	0.3	-4	-10	-3	-5	3
CC(C)NC(=O)COC(=O)/C=C/c1ccc(F)cc1	1	2	-1	-4	0.9	-4	0	-2	1	5
Cn1c(N)c(C(=O)COC(=O)c2cccc(S(=O)(=O)N3CCCCC3)c2)c(=O)n(C)c1=O	-1	-2	4	3	-0.2	0	5	1	-5	0
CC1C(=O)Nc2ccc(S(=O)(=O)N3CCN(c4cccc(C(F)(F)F)c4)CC3)cc2NC1=O (centres undefined)	3	-11	-3	4	-0.2	0	15	0	-4	4
COc1ccc(-c2ccc(C(=O)NCCN(C)C)c3occc23)c(C)c1	-5	-9	2	-6	2.2	4	2	-2	0	-5
CCCCN(C(=O)c1cc(-c2ccncc2)nc2ccccc12)c1c(N)n(CC(C)C)c(=O)[nH]c1=O	0	-1	-8	0	2.0	0	-10	-1	0	-8
COc1ccc(/C=N/NC(=O)Cn2cnc3c2c(=O)n(C)c(=O)n3C)cc1	-4	-3	-1	1	0.2	6	-15	3	2	2
COc1ccc(CN2C[C@@]3(O)CC[C@@H](O)[C@@H](OC)[C@@H]3[C@@]2(C)[C@H](O)CC=C(C)C)cc1	-3	1	-2	4	0.3	-1	9	-4	0	6
CCOC(=O)N1CCC(N2CCN(S(=O)(=O)c3ccc(OC)cc3)CC2)CC1	3	6	-6	2	0.3	-2	8	5	1	-5
COC(=O)C[C@H]1C[C@H]2c3cc(NS(=O)(=O)c4cccc(OC)c4)ccc3O[C@H]2[C@@H](CO)O1	0	3	1	0	0.3	1	4	-2	1	3
(continued)
SMILES	PRMT1 FP inh	Tn6 DDE FP	TCR-CD3 inh	MBD2 inh	proKLK7 act	LEDGF integ inh	TDP2 absorb	UHRF1 binding	SIAE primary	Tn7 DDE FP
COc1cc(/C=N/NC(=O)CCN2CCN(c3ccccc3)CC2)cc(OC)c1OC	-4	-2	4	1	-0.3	0	-6	-5	1	5
COc1ccc2c(c1)c(N=O)c(O)n2C	0	8	8	-18	0.1	-2	-6	-3	-18	6
O=C(O)CSCC(=O)N(Cc1ccccc1)c1nc(-c2ccccc2)c(-c2ccccc2)s1	-2	-7	-7	-2	0.6	1	-11	1	-21	-11
O=C(c1c(F)cccc1F)N1CCC(Oc2cccnc2)CC1	0	4	/	-3	0.2	2	5	2	5	6
CCOC(=O)N1CCN(C(=O)CC(C(=O)N2CCc3ccccc32)n2ccnc2)CC1 (centres undefined)	-4	6	1	7	0.5	-1	8	18	-2	0
CC(=O)Nc1ccc(C(=O)CSc2nc3ccc(C)cc3[nH]2)cc1	3	-2	3	1	-0.5	-2	4	1	-4	4
O=C(NCC(=O)N1CCN(c2ccccc2O)CC1)c1ccc2ccccc2c1	-3	0	2	-8	0.1	4	-10	-4	2	7
Cc1cc(OCC(=O)N[C@@H](Cc2ccccc2)c2nc3ccccc3[nH]2)ccc1Cl	1	1	-5	5	-0.3	-3	4	6	2	-2
COc1ccc(NN=Nc2nc3c([nH]2)c(=O)n(C)c(=O)n3C)cc1	4	-5	-7	4	-0.3	-3	-9	3	7	8
COc1cc(NS(=O)(=O)c2ccc(Nc3nc(-c4ccccn4)cs3)cc2)nc(OC)n1	2	-14	-12	3	-0.8	-1	1	0	-1	8
CC(C)OC(=O)/C(=C\C=C\c1ccccc1)NC(=O)c1ccccc1	-1	-9	2	6	-0.4	1	-4	6	-3	-4
CN(Cc1cnn(-c2ccccc2)c1)C(=O)c1cccc(S(=O)(=O)N(C)c2ccccc2)c1	1	7	-7	-2	0.4	-1	2	0	6	7
O=C(COc1ccccc1Br)NCc1ccccn1	0	-9	4	-2	0.1	0	8	-6	-1	-2
C=CCNC(=O)CN1CCC(n2nnc3cc(C(F)(F)F)ccc32)CC1	5	6	2	4	-0.3	-7	-2	3	-5	-2
CC(=O)Nc1ccc(C(=O)Nc2ccc3c(c2)OCCO3)cc1	1	1	5	-5	0.0	0	11	-1	2	1
CCC(=O)N1CCc2cc(S(=O)(=O)CCC(=O)NC3CCCCC3)ccc21	1	6	-7	1	-0.4	1	-10	3	5	1
CCOc1ccc(NC(=O)CC2C(=O)N(c3ccccc3)C(=O)N2Cc2ccco2)cc1 (centres undefined)	-4	-6	1	-9	-0.3	1	9	0	0	7
CCN(CC)c1ccc(NC(=O)c2cccnc2)cc1	2	0	-2	0	0.0	-6	-9	1	2	-1
O=C(O)c1ccc(NC(=S)NC(=O)C(c2ccccc2)c2ccccc2)cc1	-3	-3	9	-3	0.5	4	1	-1	-2	0
O=C(CNC(=O)C1(c2ccccc2)CC1)Nc1ccc(F)c(F)c1	3	8	5	0	0.2	0	6	0	0	0
C#CCN([C@@H](C)C(=O)OCC)S(=O)(=O)c1ccc(Br)cc1F	-2	-1	2	-1	0.1	1	8	-1	1	-3
COC(=O)CCCC(=O)N1CCC(CO)(CCc2ccccc2)CC1	-2	-1	0	-2	-0.2	-3	8	0	1	1
CCCCCCN1C[C@@H](n2cc(COC(=O)c3ccccc3)nn2)[C@H](O)C[C@@H]1c1ccc(C)cc1	3	-3	-5	4	0.6	-8	5	2	3	4
CCNC(=S)N(CCc1ccc(S(N)(=O)=O)cc1)C1CC(=O)N(c2ccccc2)C1=O (centres undefined)	2	7	3	-1	-0.7	0	2	0	-3	-5
O=C(CSc1nc(=O)n2cc(Cl)ccc2n1)Nc1ccc2c(c1)OCO2	0	-4	-2	2	-0.3	3	-8	1	-7	-1
Next part.
SMILES	PRMT1 FP inh	Tn6 DDE FP	TCR-CD3 inh	MBD2 inh	proKLK7 act	LEDGF integ inh	TDP2 absorb	UHRF1 binding	SIAE primary	Tn7 DDE FP
N#Cc1cn(CC(=O)NCC2CCCO2)c2ccccc12 (centres undefined)	-2	5	-3	3	-0.6	-2	10	23*	-3	0
COC(=O)C1CCN(CC(=O)Nc2ccccc2Sc2ccccc2)CC1	0	-4	-2	-6	0.5	-2	-1	1	7	0
CC1(c2ccccc2)CC(=O)N(c2ccc(NC(=O)c3ccccn3)cc2Cl)C1=O (centres undefined)	2	7	/	2	/	0	-1	3	-5	3
CCCCOC(=O)NC1CCc2cc(OC)c(OC)c(OC)c2-c2ccc(SC)c(=O)cc21 (centres undefined)	0	4	4	-8	0.6	-3	-2	-2	0	2
CCSc1nnc([C@H](C)NC(=O)OC(C)(C)C)o1	-3	-1	8	-5	-0.6	3	-1	-3	-3	-2
COC(=O)[C@]12C[C@H](CC(=O)N3CCN(C(=O)c4ccco4)CC3)C(=O)N(Cc3ccco3)C1=C[C@H](C(C)(C)C)O[C@@H]2C	3	4	/	0	0.1	-3	2	-1	-2	-4
Cc1nn(C)c(C)c1S(=O)(=O)N(CC(=O)NC1CCCCCC1)c1ccc(C(C)C)cc1	3	-3	-5	-4	0.4	1	7	-1	3	-2
Nc1nc(NCCCN2CCOCC2)nc(Nc2ccccc2)c1[N+](=O)[O-]	-2	-7	-4	4	-0.3	1	13	-1	3	-4
COc1cccc2cc(C(=O)Nc3cccnc3N3CCOCC3)c(=O)oc12	-1	0	3	-2	0.6	-5	-3	-2	2	0
Cc1ccc(C(C(=O)NCc2ccco2)N(C(=O)CNC(=O)c2cccs2)c2c(C)cccc2C)cc1 (centres undefined)	-2	6	4	2	0.0	1	-2	-1	-3	5
CC(C)COc1ccc(-c2nnc(-c3ccco3)o2)cc1	2	-11	-5	8	-0.2	6	-8	6	-1	0
CCCCNC(=O)Nc1cc(C(=O)OC)ccc1C	-3	2	-1	-1	0.3	-1	8	-2	2	-4
COc1ccc(NC(=O)c2ccccc2)cc1	2	11	2	3	-0.1	1	0	-1	0	4
O=C(CCCCCCCC(=O)N1CCCCC1)N1CCCCC1	-4	6	7	-3	-0.1	-2	5	-1	11	-2
NS(=O)(=O)c1cc(C(=O)Nc2ccc3c(c2)CCC3)ccc1Cl	2	10	5	-1	0.1	-2	2	2	-9	-5
CC1CC(C)(C)NC(=S)N1CCC(=O)NCc1ccc(F)cc1 (centres undefined)	0	2	5	2	-0.8	-5	14	2	-1	1
O=c1ccc(-c2ccc(S(=O)(=O)NCc3cccc(Br)c3)s2)n[nH]1	-5	-1	0	4	0.0	5	-3	0	-21	-3
